High-throughput results deposited in PubChem BioAssay by several laboratories.
OX1R antag-1 – antagonists of human orexin 1 receptor (OX1R); Orexin/Hypocretin receptor type 1 (Homo sapiens), O43613; OX1R-expressing cells, FRET antagonist read-out; inhibition, % at 6.6 µM; 330,000 tested, 1.8% active; AID 485270, 2010; in the data active = inhibition mostly above about 38%, no sharp cut-off; inactive = mostly below about 40%;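 also: 0% = agonist challenge alone and 100% = reference antagonist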
Target sequence (O43613 whole entry, looked up): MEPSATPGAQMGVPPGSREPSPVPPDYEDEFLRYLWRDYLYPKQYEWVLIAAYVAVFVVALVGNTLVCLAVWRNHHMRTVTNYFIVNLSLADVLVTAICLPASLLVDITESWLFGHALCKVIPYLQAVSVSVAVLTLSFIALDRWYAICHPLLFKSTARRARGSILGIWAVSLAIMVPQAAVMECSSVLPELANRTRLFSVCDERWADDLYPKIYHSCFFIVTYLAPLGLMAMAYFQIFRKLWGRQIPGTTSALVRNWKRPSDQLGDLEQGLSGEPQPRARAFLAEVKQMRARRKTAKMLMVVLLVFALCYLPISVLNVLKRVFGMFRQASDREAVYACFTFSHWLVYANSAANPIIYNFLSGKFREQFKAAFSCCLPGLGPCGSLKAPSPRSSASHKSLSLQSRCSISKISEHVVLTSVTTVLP
STK33 inh – inhibitors of purified STK33 kinase, primary screen, biochemical, ADP-Glo luminescence, homogeneous, cell-free. MBP phosphorylation. Serine/threonine-protein kinase 33 (Homo sapiens), Q9BYT3. AID 2661, 2010. inhibition, % at 10 µM. 320,000 tested, 0.073% active;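 active = inhibition at or above 25%, using the most active replicate where run in duplicate; inactive = inhibition below 25%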
Target sequence (Q9BYT3 whole entry, looked up): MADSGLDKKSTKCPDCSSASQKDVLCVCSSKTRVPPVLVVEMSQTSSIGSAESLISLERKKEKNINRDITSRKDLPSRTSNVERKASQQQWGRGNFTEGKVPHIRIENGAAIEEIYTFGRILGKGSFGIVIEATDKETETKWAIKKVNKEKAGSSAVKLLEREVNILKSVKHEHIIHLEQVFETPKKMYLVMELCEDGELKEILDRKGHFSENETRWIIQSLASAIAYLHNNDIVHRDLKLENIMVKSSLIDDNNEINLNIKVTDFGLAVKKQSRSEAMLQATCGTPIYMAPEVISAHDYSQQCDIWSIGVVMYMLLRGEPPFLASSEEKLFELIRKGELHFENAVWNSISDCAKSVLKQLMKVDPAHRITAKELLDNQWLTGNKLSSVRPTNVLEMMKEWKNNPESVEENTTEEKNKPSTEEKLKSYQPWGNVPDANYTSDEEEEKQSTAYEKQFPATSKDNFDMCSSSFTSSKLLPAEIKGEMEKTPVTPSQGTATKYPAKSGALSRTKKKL
OX1R antag-2 – OX1R (HCRTR1) antagonists, primary screen, fluorescence, CHO/OX1R cells, Fluo-8 calcium, orexin A; Orexin/Hypocretin receptor type 1 (Homo sapiens), O43613; inhibition, % at 5 µM; Fluo-8 calcium fluorescence; AID 434989, 2010; 330,000 tested, 0.43% active;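 active = inhibition above its plate's threshold, mean inhibition of all tested compounds on the plate plus 3 SD, cut at about 37% in these data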;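 also: 0% = orexin A challenge wells and 100% = SB-334867-A antagonist wells; not every result past the cut was called active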
* hit, by the source's call; x = no result given. The order is random; about 2.2% have a hit in one of these screens.

No.	Structure	OX1R antag-1	STK33 inh	OX1R antag-2
1	O=C(c1cn(-c2ccccc2)nc1-c1cccnc1)N1CCN(S(=O)(=O)c2cccc(F)c2)CC1	2	-0.4	-26
2	CN(C)C(=O)CN1c2cccc3cccc(c23)S1(=O)=O	6	0.2	-22
3	C=CCSc1nnc(Cc2cc(=O)[nH]c(=O)[nH]2)n1-c1cc(C)ccc1C	6	-1.9	-15
4	CS(=O)(=O)N1CCN(c2ccc(NC(=S)NC(=O)c3ccc4c(c3)OCO4)cc2)CC1	8	-0.3	-11
5	O=C(Nc1ccccc1N1CCOCC1)C1CCN(S(=O)(=O)c2ccc(Cl)cc2)CC1	1	-1.0	-25
6	N/C(=N\OC(=O)Cc1cccc2ccccc12)c1ccccn1	17	-1.4	-19
7	Cc1ccccc1C1=N/C(=C/c2cccnc2)C(=O)O1	22	-1.0	-2
8	O=C(/C=C/c1ccco1)NC1CCCC1	38	-1.7	-12
9	COc1ccccc1/C=N/NC(=O)c1ccccc1NS(=O)(=O)c1ccc(C)cc1	30	-0.5	-29
10	CCn1nc(C(=O)OCC(=O)N(CCC#N)c2ccccc2)c2ccccc2c1=O	3	-0.1	-24
11	O=C(O)CSCc1cnn(-c2ccccc2)c1-n1cccc1	8	-1.9	-3
12	Nc1ccc(S(=O)(=O)N2CCCC2)cc1	9	0.3	7
13	O=C1C(Cc2ccccc2)Nc2ncnc(N3CCOCC3)c2N1Cc1ccc(Br)cc1 (configuration not stated)	12	0.1	-38
14	O=C(c1ccc2c(c1)[nH]c(=S)n1c3ccccc3nc21)N1CCN(c2ncccn2)CC1	9	1.2	-15
15	CCCc1cc(=O)oc2cc(C)cc(OCC(=O)NC3CC3)c12	12	-1.0	-18
16	O=[N+]([O-])c1ccc2nc(-c3ccc(OC(F)F)cc3)cn2c1	67	-0.3	-5
17	Cc1cc(=O)oc2c(C)c(OCC(=O)NC3CC(C)(C)NC(C)(C)C3)ccc12	11	-1.0	1
18	CCN(CCCNC(=O)C1CCC(=O)N1C1CCCC1)c1cccc(C)c1 (configuration not stated)	13	1.1	-16
19	CCN(C(=O)CSc1nncs1)c1c(N)n(Cc2ccccc2)c(=O)[nH]c1=O	19	-0.8	-8
20	CNC(=O)CSc1nc2cccnc2n1C1CCCCC1	11	-0.9	-15
21	COc1ccc(-c2noc(=O)[nH]2)cc1	6	-4.7	-6
22	CCc1cccc(N(C(=O)c2csnn2)C(C(=O)NC2CCCC2)c2cccnc2)c1 (configuration not stated)	1	0.5	-25
23	COc1ccccc1Nc1ncccc1C(=O)O	22	-0.7	-18
24	Cc1cc2c(cc1S(N)(=O)=O)S(=O)(=O)CCC2	22	-2.4	-5
25	Cc1cc(C)cc(C(=O)N(CCc2ccccc2)C2=CC3CCC(C2)N3C)c1 (configuration not stated)	13	0.7	-27
26	Cn1nnnc1SCC(=O)N1N=C(c2ccc(Cl)cc2)CC1c1ccco1 (configuration not stated)	4	-3.0	-6
27	Cc1nn(C)c(NC(=O)c2ccc([N+](=O)[O-])cc2)c1Cl	15	-0.3	-1
28	Cc1cc(C)c2c(-n3cccc3)c(C(=O)NNS(=O)(=O)c3ccccc3)sc2n1	25	2.4	-23
29	CSc1nnc(N2C(=O)C(O)=C(C(=O)c3ccco3)C2c2cccc(Cl)c2)s1 (configuration not stated)	3	-0.8	49*
30	Cc1cccc(C)c1NC(=O)CN(C)C(=O)c1ccc2c(=O)n3c(nc2c1)CCC3	6	-0.6	-11
31	CCc1ccc(N/C(SCc2cccc(F)c2)=C(/C#N)C(=O)NCc2ccco2)cc1	8	1.1	-18
32	CC(=O)c1ccc(NC(=O)C(C)Sc2nnc(C3CCCCC3)o2)cc1 (configuration not stated)	11	-1.2	-18
33	O=C(Nc1nc2c(F)cccc2s1)c1ccc([N+](=O)[O-])o1	8	0.4	-8
34	COc1ccc(C2CC(=O)c3cc(OC)c(OC)cc32)cc1OC (configuration not stated)	7	-0.7	-5
35	CCc1ccc(CN(C)C(=O)C2CCC(=O)N(CCc3ccc(OC)cc3)C2)nc1 (configuration not stated)	3	-0.9	-8
36	CCCCn1c(-c2nn(C)cc2Cl)n[nH]c1=S	18	-0.5	1
37	CCOc1ccc(CNC(=O)C2CCCN(S(C)(=O)=O)C2)cc1OC (configuration not stated)	8	-0.8	-6
38	COc1ccc(NC(=O)Nc2ccon2)cc1OC	6	-1.8	3
39	COC(=O)CCC(=O)Nc1nccs1	11	-0.9	-20
40	CC(C(=O)NC1CCCC1)N(c1ccc(Oc2ccccc2)cc1)S(C)(=O)=O (configuration not stated)	24	-1.1	-5
41	Cc1[nH]c2ccccc2c1SCC(=O)N1CCN(c2ccccc2)CC1	7	-0.5	-27
42	O=C(O)C1CCCN1S(=O)(=O)c1ccc2c(c1)CCC2 (configuration not stated)	15	-2.3	-5
43	O=C(NCCS(=O)(=O)NC1CCCCC1)c1ccccc1	9	-0.6	-17
44	Cc1ccc(-n2nc3c(=O)n(CC(=O)NCc4cccs4)nc(C)c3c2C)cc1	7	0.3	-29
45	CSc1ccc(NC(=O)NCc2ccccc2)cc1	13	-1.1	-2
46	COc1cccc(OCC(=O)NC2CCCCCC2)c1	13	-0.4	-10
47	CC(=O)N/C(=C\c1ccccc1)C(=O)OCc1cc(C)ccc1C	23	0.2	-7
48	O=C(O)c1cccc(N(CCO)CCO)c1	7	0.1	3
49	COc1ccc(NC(=O)c2cccc(N3C(=O)C4C5CCC(C5)C4C3=O)c2)cc1 (configuration not stated)	28	-1.1	0
50	O=C(Cn1c(=O)c2c(ncn2Cc2ccccc2)n(Cc2ccccc2)c1=O)N1CCc2ccccc21	17	1.0	-29
51	CCc1ccc(S(=O)(=O)Nc2cc3c(cc2N2CCOCC2)n(C)c(=O)c(=O)n3C)cc1	8	-1.0	-6
52	Cc1ccc2nc(COC(=O)c3cnccn3)cc(=O)n2c1	13	-3.8	-2
53	CC(=O)Nc1ccc(SCC(=O)Nc2oc(C)c3c(C)n[nH]c(=O)c23)cc1	33	-1.1	-2
54	CCN(CC(=O)Nc1c(F)cccc1F)C(=O)CCc1nc2cc(S(=O)(=O)N3CCOCC3)ccc2n1C	4	-1.3	-8
55	COc1ccc(CCN(C)Cc2nc(Cc3ccc(OC)c(OC)c3)no2)cc1OC	31	-0.3	-20
56	Cc1ccc(NN2C(=O)C=C(c3ccc(Cl)cc3)C2=O)cc1	39	0.2	73*
57	Cc1ccc(C(=O)NCC(=O)OCC(=O)c2ccccc2)s1	6	-0.7	-17
58	Cc1ccc(-c2nnn(CC(=O)N(CCCO)C(C(=O)NC3CCCC3)c3ccc(F)cc3)n2)o1 (configuration not stated)	3	-1.3	-26
59	Cc1ccc(C23CC4CC(CC(C(=O)NC(C)C(=O)O)(C4)C2)C3)cc1 (configuration not stated)	4	-2.2	-24
60	COc1ccc(OCC(=O)Nc2cc(NC(=O)COc3ccc(OC)cc3)cc(C(=O)O)c2)cc1	-3	-0.8	-19

Whole records, quoted from the list:
Listed for `Cc1ccc(C(=O)NCC(=O)OCC(=O)c2ccccc2)s1` → OX1R antag-1: 6; STK33 inh: -0.7; OX1R antag-2: -17
Listed for `C=CCSc1nnc(Cc2cc(=O)[nH]c(=O)[nH]2)n1-c1cc(C)ccc1C` → OX1R antag-1: 6; STK33 inh: -1.9; OX1R antag-2: -15

New compounds follow.
No.	Structure	OX1R antag-1	STK33 inh	OX1R antag-2
61	CC(=O)CC1(O)C(=O)Nc2ccccc21 (configuration not stated)	21	-1.4	5
62	C[C@H](NC(=O)c1ccc(Cl)cc1)C(=O)OCn1nnc2ccccc2c1=O	1	-0.4	-19
63	COc1ccc2c(-c3ccc(S(N)(=O)=O)cc3)c(-c3ccc(S(C)(=O)=O)cc3)sc2c1	3	x	20
64	O=C(c1nc2ccccn2c1CNCCCn1ncc2ccccc21)N1CCOCC1	14	1.7	-31
65	O=C1NC2(CCCCC2)N=C1c1ccc(Br)cc1	17	-0.9	-30
66	CC1CCCCN1CC(=O)Nc1sccc1C#N (configuration not stated)	16	-2.7	-23
67	CC(C)OCCCNCC(O)c1ccccc1 (configuration not stated)	8	0.1	-17
68	Cc1[nH]nc2c1C(c1ccc(N(C)C)cc1)C1=C(CC(C)(C)CC1=O)N2 (configuration not stated)	19	0.4	-10
69	Cc1cccc([C@@H]2[C@@H]3C(=O)N(Cc4ccccc4)C(=O)[C@@H]3[C@]3(C)C(=O)N(c4cccc(F)c4)C(=O)N23)c1	6	0.6	-22
70	COc1ccc(C2=Nc3cccc4cccc(c34)N2)cc1	7	0.7	-4
71	COc1ccccc1-n1c(C)c(C(C)=O)c2cc(O)ccc21	4	-0.8	-20
72	Cc1cc(C)nc(NCCCc2ccccc2)n1	4	-0.4	-16
73	NC1CCN(c2cccc(Cl)n2)CC1	6	-0.6	-18
74	CCOc1ccc(NC(=O)C2CC(=O)N(c3cc(C)cc(C)c3)C2)cc1 (configuration not stated)	8	-0.7	-26
75	Cc1ccc(S(=O)(=O)CC#CCOC(=O)c2ccc([N+](=O)[O-])cc2)cc1	65	0.1	-9
76	O=C(CNc1ccc(Br)cc1)c1ccccc1	11	0.0	-14
77	Cc1oc(-c2ccccc2Cl)nc1CS(=O)CC(=O)NCc1ccc2c(c1)OCO2 (configuration not stated)	11	-2.0	-23
78	COC(=O)c1c(NC(=S)NC(=O)c2ccco2)sc2c1CCCC2	13	0.1	-1
79	O=C(O)CCCCCn1c(SCc2cc(=O)n3cc(Cl)ccc3n2)nc2ccsc2c1=O	15	-1.1	-3
80	O=C(COC(=O)[C@@H]1CCCN1S(=O)(=O)c1ccc(Cl)cc1)NCC(F)(F)F	38	1.4	-3
81	N#Cc1c(-c2ccccc2)c(C#N)c2nc3ccccc3n2c1N	65	0.3	1
82	CCc1ccc(C(=O)Nc2nc3ccccc3[nH]2)cc1	20	0.3	-26
83	CC(C)NC(=O)COc1nncc2ccccc12	1	-0.1	-2
84	C#CCOCCOCCOCCNc1nc(N2CCN(C(=O)[C@H]([C@@H](C)CC)n3cc([C@@H](N)CO)nn3)CC2)nc(N2CCN(C(=O)[C@H](Cc3cc4ccccc4[nH]3)n3cc([C@@H](N)C(C)CC)nn3)CC2)n1 (some centres not stated)	2	1.8	-8
85	Cc1cc(C)c(NS(=O)(=O)c2ccc3c(c2)n(C)c(=O)n3C)c(C)c1	6	-2.5	-22
86	CC(C)(C)NC(=O)CSc1nc(Cc2ccccc2)nc2ccccc12	41	-0.4	-27
87	Cc1ccc(C2C(=O)c3ccccc3C2=O)cc1	1	-0.1	-20
88	O=C(CN1C(=O)c2ccccc2S1(=O)=O)NCCSCc1ccccc1Cl	9	1.9	-9
89	COc1ccc2c(c1)CCN=C2Cc1ccc(OC)c(OC)c1	2	-0.9	-6
90	Cc1ccc(NC(=O)C2CCN(S(=O)(=O)c3ccc4c(c3)NC(=O)CO4)CC2)cc1	7	0.2	-21

Entries listed so far with a COOH group:
No.	Structure	OX1R antag-1	STK33 inh	OX1R antag-2
11	O=C(O)CSCc1cnn(-c2ccccc2)c1-n1cccc1	8	-1.9	-3
23	COc1ccccc1Nc1ncccc1C(=O)O	22	-0.7	-18
42	O=C(O)C1CCCN1S(=O)(=O)c1ccc2c(c1)CCC2 (configuration not stated)	15	-2.3	-5
48	O=C(O)c1cccc(N(CCO)CCO)c1	7	0.1	3
59	Cc1ccc(C23CC4CC(CC(C(=O)NC(C)C(=O)O)(C4)C2)C3)cc1 (configuration not stated)	4	-2.2	-24
60	COc1ccc(OCC(=O)Nc2cc(NC(=O)COc3ccc(OC)cc3)cc(C(=O)O)c2)cc1	-3	-0.8	-19
79	O=C(O)CCCCCn1c(SCc2cc(=O)n3cc(Cl)ccc3n2)nc2ccsc2c1=O	15	-1.1	-3

(listing goes on)
No.	Structure	OX1R antag-1	STK33 inh	OX1R antag-2
91	COc1ccc(C(=O)c2nc3c(n2O)CCCCC3)cc1	2	0.5	-11
92	CC(=O)c1cnc(Oc2cc(Cl)ccc2Cl)nc1C	0	1.3	-15
93	CC12CCC(C(=O)N(CC(O)CN3CCCCCC3)C1=O)C2(C)C (configuration not stated)	6	1.5	-1
94	CCOc1ccc(N2C(=O)CC(S/C(N)=N/N=C/c3cccs3)C2=O)cc1 (configuration not stated)	9	-0.1	4
95	Cn1c(=O)c2c(C(=O)O)cc(-c3ccccc3)nc2n(Cc2ccccc2)c1=O	18	-1.1	-10
96	CCOC(=O)C1=CN(CC2CCCO2)C=C(C(=O)OCC)C1c1ccccc1C(F)(F)F (configuration not stated)	17	-0.7	-15
97	COc1ccccc1NC(=O)COC(=O)c1ccccc1OCC(=O)Nc1ccc(SC(F)F)cc1	9	-0.3	-31
